uPA surface inh: inhibitors of cell surface uPA generation; AID 540303; cell surface uPA generation assay, qHTS; Potency, µM (titrated, usually from 38.3 µM), without a hit: at the top dose activity change, negative = inhibition, usual class: inhibitors; 330,000 compounds, 0.31% hits; active = well fitted inhibition curve with a large enough effect; inconclusive = small, poorly fitted or top-dose-only effect; inactive = no such curve, though single readings can be large or run the other way; tested in mouse RAW 264.7 cells; also: potency is read from the fitted curve at half-maximal effect; nearly all actives have a fitted effect of over 55% in size
Eya2 inh: Eya2 (human) phosphatase inhibition | recombinant Eya2, OMFP fluorescence dephosphorylation (OMFP is methylfluorescein phosphate) | Potency, µM (highest dose often 76.9 µM), without a hit: at the highest dose activity, negative = inhibition, most hits filed as inhibitors | O00167 | 330,000 compounds, 0.006% hits; also: potency is read from the fitted curve at half-maximal effect
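Eya2 (0.2 uM) preincubated 10 min at ambient with compound, then OMFP substrate added at 50 uM; 10 min reaction in 50 mM HEPES pH 7.5, 50 mM NaCl, 5 uM MgCl2, 0.05% BSA, 1 mM DTT. Fluorescence read at Ex 485/Em 525 nm.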
BCR signal inh: blocks chronic active B-cell receptor signaling; 340,000 compounds, 0.05% hits; AID 493014; Potency, µM (doses to about 46.1 µM), for the others: at the top dose ratio change, negative = lower green/red ratio, actives largely listed as inhibitors; ABC-DLBCL IkBa-CBG/CBR reporter, luminescence ratio, 4 h; active = well fitted inhibition curve with a large enough effect in the signal ratio, with a control signal flat, not every such curve was filed as active; inconclusive = small, poorly fitted or top-dose-only effect, or effect the other way, or a change in a side signal; the % refers to the signal ratio;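 also: potency is read from the fitted curve at half-maximal effect; plate controls were basal doxycycline-induced cells for no effect and cells given 10 µM MG132 for full effect; MG132 reads +100%, hits lower the ratio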
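Compounds up to 46 uM were incubated four hours with TMD8 cells whose green CBG68 luciferase is fused to IkappaBalpha; red CBR luminescence normalised the signal, and concentration-effect curves were fitted to fusion, red and ratio data.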
B2AR arrestin: beta2AR (human) beta-arrestin recruitment activity; beta-arrestin recruitment to beta2AR, cell-based reporter; Potency, µM (top dose mostly 46.1 µM), for inactives: top-dose activation, usual class: activators; 330,000 compounds, 0.02% hits; AID 492947;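 also: potency is read from the fitted curve at half-maximal effect; 0% = DMSO controls and full agonism = EC100 isoproterenol or metaproterenol; nearly all actives have a fitted effect of over 65% in size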
Target sequence (P07550 whole entry, looked up): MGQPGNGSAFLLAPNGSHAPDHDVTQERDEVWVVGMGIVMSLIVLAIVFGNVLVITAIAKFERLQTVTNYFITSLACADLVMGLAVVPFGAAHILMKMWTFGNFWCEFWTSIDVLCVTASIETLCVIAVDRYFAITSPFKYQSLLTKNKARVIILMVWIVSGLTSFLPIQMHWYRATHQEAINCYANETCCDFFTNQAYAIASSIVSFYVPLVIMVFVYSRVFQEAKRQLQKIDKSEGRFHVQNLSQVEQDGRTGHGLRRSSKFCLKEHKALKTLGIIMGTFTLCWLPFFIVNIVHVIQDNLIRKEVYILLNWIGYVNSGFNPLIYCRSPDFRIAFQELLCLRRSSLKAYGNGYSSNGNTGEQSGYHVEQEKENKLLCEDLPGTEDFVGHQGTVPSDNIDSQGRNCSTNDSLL
hERG WT inh: blocks the wildtype human KCNH2 potassium channel | U2OS, BacMam KCNH2, thallium flux FluxOr; hits give low values | activity change, % at 1.84 µM | Q12809 | 340,000 compounds, 0.37% hits;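 active = maximum activity change below -70%; inconclusive = maximum activity change between -70% and -50%; inactive = maximum activity change above -50%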
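U2OS cells were transduced with wild-type KCNH2 virus (2.03 x 10^8 / mL) for 4 h at room temperature, then cultured overnight at 37 C. Thallium flux was read with FluxOr dye. Rate constants were normalized to DMSO controls.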
USP2a block: blocks human ubiquitin-specific protease USP2a; O75604; USP2 core, Ub-CHOP2 coupled fluorogenic reporter, 485/531; Potency, µM (series often up to 38.3 µM), for inactives: at the highest dose activity change, negative = inhibition, usual class: inhibitors; 330,000 compounds, 0.01% hits; AID 463254;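 also: potency is read from the fitted curve at half-maximal effect; plate controls were DMSO wells for no effect and full inhibition by NEM control for full effect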
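Deubiquitinase activity read as fluorescence (485/531 nm) after Ub-CHOP2 cleavage activates the enterokinase reporter on its substrate; USP2 core 10nM, Ub-CHOP2 and substrate 25nM each, 30min compound preincubation then 60min RT; data normalized to NEM, curves fitted.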
KCNH2 3.1 inh: inhibitors of human KCNH2 3.1 potassium channel isoform; U2OS KCNH2 3.1, thallium flux FluxOr; hits give low values; 340,000 compounds, 0.95% hits; activity change, % (tested at about 1.8 µM);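 active = maximum activity change below -70%; inconclusive = maximum activity change from -70% to -50%; inactive = maximum activity change above -50%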;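 also: thallium influx rate constant from kinetic fluorescence after stimulation buffer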
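Steps: virus added to U2OS suspension (4 h, RT, dark); medium with 10% FBS added, cells plated, 37 C overnight; FluxOr/Red40 loading buffer 45 min RT; stimulation buffer, 2 min kinetic read; rate constant normalized.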
GALK inh: blocks human galactokinase activity; 270,000 compounds, 0.007% hits; AID 1868; Purified GALK, Kinase-Glo residual ATP luminescence; P51570; Potency, µM (highest dose often 57.5 µM), inactives show top-dose activity change, negative = inhibition, hits mostly inhibitors; also: potency is read from the fitted curve at half-maximal effect
Target sequence (P51570 whole entry, looked up): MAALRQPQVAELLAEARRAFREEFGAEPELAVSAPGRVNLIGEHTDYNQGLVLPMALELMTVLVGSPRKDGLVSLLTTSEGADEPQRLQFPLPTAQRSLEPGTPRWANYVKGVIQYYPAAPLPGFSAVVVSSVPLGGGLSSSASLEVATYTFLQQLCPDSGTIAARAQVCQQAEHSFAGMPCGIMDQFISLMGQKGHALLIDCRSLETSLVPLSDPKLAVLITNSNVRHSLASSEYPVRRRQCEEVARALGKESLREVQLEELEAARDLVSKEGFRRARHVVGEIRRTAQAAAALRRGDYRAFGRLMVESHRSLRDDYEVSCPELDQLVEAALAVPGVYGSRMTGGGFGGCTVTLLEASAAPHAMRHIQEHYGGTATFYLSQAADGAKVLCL
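ATP-depletion format; final 35 uM ATP, 100 uM D-galactose, 5 nM enzyme; pH 8.0 HEPES/Mg2+ buffer; 60 min RT; luminescence read 10 min after detection reagent.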
PKM2 act: increases activity of human pyruvate kinase M2; P14618; purified PKM2, Kinase-Glo ATP luminescence, activation; response scale: 0% is enzyme alone, no compound; Potency, µM (series often up to 57.5 µM), inactives show at the top dose activation, usual class: activators; 260,000 compounds, 0.34% hits; AID 1631; also: potency is read from the fitted curve at half-maximal effect; nearly all actives have a fitted effect of over 55% in size
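Purified hPK-M2 (>95%) run at intermediate activity with 0.1 mM ADP and 0.5 mM PEP in 50 mM imidazole pH 7.2, KCl, MgCl2; 1 h room temperature. ATP formed read by Kinase-Glo luminescence; normalized to uninhibited and no-enzyme controls.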
Giardia kill: kills Giardia lamblia; Giardia lamblia trophozoite viability; activity change, % at 7.66 µM, hits read low; 340,000 compounds, 0.15% hits; AID 540267; in the data active = activity change below about -80%; inconclusive = between about -30% and that limit;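 also: parasites exposed to compound for two days anaerobically before the ATP read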
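Viability, read as ATP luminescence: trophozoites at 100 cells/well, compound added, 48 hrs anaerobic at 37 deg C, then 15-30 min room-temperature development before reading.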
Coupling enz: counter-screen for Giardia aldolase inhibitors: coupling enzyme system; coupling enzyme system counterscreen, AmpLite Red fluorescence; activity change, negative = inhibition, % at 58.2 µM, hits read low; 290,000 compounds, 0.67% hits; AID 2472; in the data active = activity change below about -30%
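Compounds tested against the coupling enzymes alone at 57.5 uM final; readout was AmpLite Red fluorescence (525/598 nm) after 20 min at RT.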
An asterisk follows results filed as active; i = inactive; ? = inconclusive; · = no result given; [ ] = dose if it differs, or a comment. Unless noted, calls follow the shape of the dose curve; as a rule, active = well fitted curve in the direction sought with a large enough effect; inconclusive = small, poorly fitted or top-dose-only effect, or another doubt; inactive = no such curve, though single readings can be large; an effect the other way counts as inactive or inconclusive. Unless noted, % is scaled to controls: 0 for no effect and ±100 for the full control effect.

compound,uPA surface inh,Eya2 inh,BCR signal inh,B2AR arrestin,hERG WT inh,USP2a block,KCNH2 3.1 inh,GALK inh,PKM2 act,Giardia kill,Coupling enz
COC(=O)C1CCN(C(=O)CN2C(=O)NC(CC(C)C)C2=O)CC1 (stereo unspecified),-5%,7%,?,-0.5%,13,-1%,2,·,·,13,·
CCC(C(=O)NCCCN1CC(C)CC(C)C1)n1nc(C)c2sc3ccccc3c2c1=O (stereo unspecified),-18%,-1%,-14%,0.4%,-31,2%,-12,-7%,·,12,·
N#CC1(NC(=O)COC(=O)c2nccnc2N)CCCCC1,10%,-10%,-2%,0.0%,-202*,3%,4,·,·,-10,·
O=C(NCc1ccccn1)C1CCN(S(=O)(=O)N2CCCCC2)CC1,3%,2%,-1%,-0.8%,1,1%,-4,-3%,1%,-13,0
CCOC(=O)C1CCCN(C(=O)c2ccc(C)c(NC(=O)C3=C(C)OCCS3)c2)C1 (stereo unspecified),3%,-5%,-14%,0.0%,1,-7%,5,0%,·,-13,·
CC(=O)Nc1ccc(S(=O)(=O)N2CCN(C(=O)c3ncoc3-c3ccccc3F)CC2)cc1,3%,15%,3%,0.2%,-1,3%,16,10%,-4%,1,1
CCN1/C(=C2\OC(=S)N(C)C2=O)Sc2ccccc21,1%,6%,?,-0.2%,17,0%,21,-1%,-9%,-13,-1
Cc1ccc(Cl)cc1N1CCN(S(C)(=O)=O)CC1,-3%,-17%,?,0.5%,6,2%,-5,0%,-2%,5,4
CC(=O)Nc1ccc(NC(=O)CSc2cn(CC(=O)N3CCOCC3)c3ccccc23)cc1,6%,4%,-1%,0.2%,-2,1%,20,1%,·,14,-4
CCn1cnc2c1c(=O)n(CC(=O)O)c(=O)n2Cc1ccccc1,-2%,-11%,-6%,-0.6%,-2,-2%,-27,6%,·,4,-1
COc1ccc(NC(=O)CC(c2ccco2)C(C)C)cc1 (stereo unspecified),5%,-2%,0%,-0.5%,1,0%,-4,-3%,·,-27,-9
CCCCCCN1C2=NCCCN2c2ccccc21,?,-12%,-1%,-0.8%,4,-3%,-80*,1%,-11%,-24,5
CCN1CCCC1CNC(=O)C1CCN(C(=O)c2cc3sccc3n2Cc2ccc(F)cc2)CC1 (stereo unspecified),-19%,-8%,-7%,-0.9%,52,2%,-29,-2%,6%,41[activator],0
Cc1ccc(-n2nnnc2SCC(=O)c2cc(C)n(-c3cc(C)on3)c2C)c(C)c1,-18%,5%,0%,0.2%,1,-7%,-13,0%,-3%,-15,-1
O=C1NCCn2nc3ccccc3c21,0%,-5%,0%,-0.1%,-7,1%,11,·,·,9,·
O=C1c2ccccc2C(=O)N1CCCc1nc2ccccc2c(=O)n1-c1cccnc1,-2%,3%,?,0.0%,4,-1%,-12,5%,1%,0,0
CSCCC(NC(=O)c1cc([N+](=O)[O-])cc([N+](=O)[O-])c1)c1nc2ccccc2[nH]1 (stereo unspecified),0%,1%,-4%,0.2%,23,2%,-15,-7%,-1%,-7,-3
Cc1nnc(NC(=O)CSc2nc3c(c(=O)n(C)c(=O)n3C)n2C(C)C)s1,2%,-14%,-1%,6.4%,i,2%,1,10%,?,8,4
CC[C@]12c3[nH]c4cc(-c5ccco5)ccc4c3CCN1C(=O)[C@@H](CC(=O)NCc1cccc(C(F)(F)F)c1)C[C@@H]2C(=O)N1CCN(C(=O)c2ccco2)CC1,?,0%,?,9.6%,0,4%,-6,·,·,28,·
CCOCCc1nn2c(=O)cc(CSCC(=O)Nc3cccc(C)c3C)nc2s1,-18%,7%,0%,-0.2%,18,1%,5,9%,-2%[0.46 µM],-25,0

(listing goes on)
compound,uPA surface inh,Eya2 inh,BCR signal inh,B2AR arrestin,hERG WT inh,USP2a block,KCNH2 3.1 inh,GALK inh,PKM2 act,Giardia kill,Coupling enz
Cc1cccc(N(Cc2cc3ccc(C)cc3[nH]c2=O)C(=O)c2ccco2)c1,2%,-10%,?,6.6%,3,1%,2,0%,28%,4,8
CCOc1ccc(NC(=O)CN(C)C(=O)c2c(C)nn(-c3ccc(F)cc3)c2Cl)cc1OCC,8%,4%,-8%,2.8%,-4,3%,-2,·,·,-10,·
CC1CC(C)CN(C(=O)CCC(=O)Nc2nnc(C3CCCCC3)s2)C1 (stereo unspecified),1%,-1%,?,0.4%,-6,-1%,-14,4%,·,-21,·
COCC(C)N=C1NN=C(c2ccc(NC(C)=O)cc2)CS1 (stereo unspecified),-1%,-7%,-11%,-0.2%,5,-3%,4,10%,0%,5,3
O=c1oc2ccccc2cc1-c1csc(Cc2nc(-c3ccc(Br)cc3)cs2)n1,·,5%,-1%,0.1%,-4,1%,0,4%,1%,8,0
Cc1ccc(Nc2cc(C)nc(-c3ccccc3O)n2)cc1,3%,-5%,?,-0.2%,2,-1%,9,0%,-10%,-15,-2
O=C(NCc1ccccc1)c1cccc(COc2cccc(Cl)c2)c1,-1%,9%,?,0.3%,-11,2%,-30,2%,3%,-6,0
COc1ccccc1NC(=O)NC1CCCc2ccccc21 (stereo unspecified),-5%,-6%,-1%,3.1%,17,1%,-21,0%,-2%,8,-4
COc1ccc(C)cc1NC(=O)C1CCCN1S(=O)(=O)c1ccc2c(c1)CCC(=O)N2 (stereo unspecified),-6%,5%,0%,7.0%,10,-1%,-3,2%,2%,20,-1
O=C(Cc1ccc(F)cc1)N/N=C/c1ccc2c(c1)OCO2,4%,-15%,4%,0.2%,-17,-2%,·,0%,-6%,4,0
OC(COc1ccc2c(c1)OCO2)CN1CCN(c2ccccc2)CC1 (stereo unspecified),6%,-15%,?,0.1%,i,-7%,1,10%,-14%,31[activator],0
O=C(OCC1CCNCC1)c1ccc2c(c1)OCO2,1%,4%,-11%,-1.1%,-7,1%,-22,0%,-2%,9,-2
CC(NCc1ccccc1OC1CCCC1)c1ccccc1 (stereo unspecified),-3%,-8%,?,-1.4%,9,0%,-21,3%,2%,-7,6
CC1CC1C(=O)Nc1ccc(S(=O)(=O)N2CCCCC2)cc1 (stereo unspecified),-7%,-3%,-14%,-0.1%,43,-1%,16,·,·,6,·
CC(NC(=O)c1ccccc1)C(=O)OCn1nnc2ccccc2c1=O (stereo unspecified),-3%,1%,0%,0.4%,-2,0%,12,·,·,17,·
CCOC(=O)N1CCC(NC(=O)CS(=O)Cc2nc(-c3ccc(Cl)cc3)oc2C)CC1 (stereo unspecified),15%,-16%,4%,0.1%,0,5%,0,3%,·,52[activator],·
COc1ccc(CNC(=O)CN(C(=O)CCC(=O)Nc2ccccn2)c2ccc(C)cc2)cc1,-1%,2%,?,0.0%,8,4%,-1,0%,-8%,4,-1
CC(C)C(=O)Nc1cccc(NC(=S)NC(=O)C(c2ccccc2)c2ccccc2)c1,·,7%,-11%,8.4%,8,-9%,0,3%,-5%,21,0
O=C1CCCC(=O)N1c1ccc(N2CCN(c3ccccc3)CC2)c([N+](=O)[O-])c1,0%,3%,0%,?,-3,-2%,-3,0%,2%,-23,1

For convenience, some entries already given.
compound,uPA surface inh,Eya2 inh,BCR signal inh,B2AR arrestin,hERG WT inh,USP2a block,KCNH2 3.1 inh,GALK inh,PKM2 act,Giardia kill,Coupling enz
Cc1cccc(N(Cc2cc3ccc(C)cc3[nH]c2=O)C(=O)c2ccco2)c1,2%,-10%,?,6.6%,3,1%,2,0%,28%,4,8
CCOc1ccc(NC(=O)CN(C)C(=O)c2c(C)nn(-c3ccc(F)cc3)c2Cl)cc1OCC,8%,4%,-8%,2.8%,-4,3%,-2,·,·,-10,·
CC1CC(C)CN(C(=O)CCC(=O)Nc2nnc(C3CCCCC3)s2)C1 (stereo unspecified),1%,-1%,?,0.4%,-6,-1%,-14,4%,·,-21,·
COCC(C)N=C1NN=C(c2ccc(NC(C)=O)cc2)CS1 (stereo unspecified),-1%,-7%,-11%,-0.2%,5,-3%,4,10%,0%,5,3
O=c1oc2ccccc2cc1-c1csc(Cc2nc(-c3ccc(Br)cc3)cs2)n1,·,5%,-1%,0.1%,-4,1%,0,4%,1%,8,0
Cc1ccc(Nc2cc(C)nc(-c3ccccc3O)n2)cc1,3%,-5%,?,-0.2%,2,-1%,9,0%,-10%,-15,-2
O=C(NCc1ccccc1)c1cccc(COc2cccc(Cl)c2)c1,-1%,9%,?,0.3%,-11,2%,-30,2%,3%,-6,0

Compound activity (PubChem)
